Screens from PubChem.
MPTP inh: mitochondrial permeability transition pore inhibitors, primary screen, biochemical, isolated mouse mitochondria, absorbance; hit rate 1.4% among 360,000; Ca2+ swelling absorbance, 30 min; AID 602449, 2012; inhibition, % at 10 µM;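 active means inhibition of 50% or more, scaled per plate between neutral and stimulator controls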;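 further: 0% = DMSO wells given calcium and 100% = 1 mM EGTA wells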
* marks the source's active call; other numbers are inactive results. The list is partial; count on the stated rates, not on these rows.

How did COc1ccc(-c2[nH][nH]c(=O)c2NC(=O)c2ccc([N+](=O)[O-])cc2)cc1 do in these assays?
MPTP inh: 0.9

How did Cc1cc(C)c(C)c(S(=O)(=O)N2CCNC(=O)C2)c1C do in these assays?
MPTP inh: 1.3

What do the screens show for `COc1ccc(C(=O)NCC(=O)OCC(=O)c2c[nH]c3ccccc23)cc1`?
MPTP inh: 0.2

What do the screens show for `O=C(OCc1cn([C@@H]2C[C@H](c3ccc(Cl)cc3)N(CC3CCCCC3)C[C@H]2O)nn1)c1ccccc1`?
MPTP inh: -2.0

How did CC1(C(=O)NS(=O)(=O)C2CC2)CCCN(C(=O)c2ccc(F)c(Cl)c2)C1 (configuration not stated) do in these assays?
MPTP inh: -0.3

What do the screens show for `O=C(c1ccccc1)N1CCN(c2cc(-c3ccccc3)nc3cc(-c4cccc(Cl)c4)nn23)CC1`?
MPTP inh: 0.9

How did Cc1cc2nc(C3CCCCC3)c(Cc3cccc(Cl)c3)n2c(C)c1Br do in these assays?
MPTP inh: 0.2

Results for CCN(CC)C(=O)C1=C(C)N(Cc2ccc(OC)cc2)C(=O)C(CC(=O)NCCCCc2ccccc2)C1 (configuration not stated) ?
MPTP inh: -0.8

What do the screens show for `CC(=O)c1cccc(-c2ccnc3c2CC(C(=O)Nc2ccc(Cl)c(C(F)(F)F)c2)O3)c1` (configuration not stated)?
MPTP inh: 2.0

How did COCCNC(=O)C1(C)CCCN(C(=O)c2ccc(C#N)cc2)C1 (configuration not stated) do in these assays?
MPTP inh: -0.1

What do the screens show for `COc1cc(C=NN2CCCCC2)cc(OC)c1OC`?
MPTP inh: -0.8

How did Cc1ccc(S(=O)(=O)N2[C@H](C(C)C)[C@H]3[C@H]4C(=O)N(c5ccccc5)C(=O)[C@H]4CC(=O)[C@H]3[C@@H]2c2ccccc2)cc1 do in these assays?
MPTP inh: -0.3

What do the screens show for `CC(=O)Nc1cnc(-c2ccccc2C(F)(F)F)cn1`?
MPTP inh: -1.6

How did N#Cc1cccnc1N1CCN(C(=O)c2[nH]c(C(F)(F)F)nc2-c2ccccc2)CC1 do in these assays?
MPTP inh: 0.3

How did CCOC(=O)[C@]12CCC=C1N(Cc1ccco1)C(=O)[C@H](CC(=O)NCCC(C)C)C2 do in these assays?
MPTP inh: -0.2

How did O=C(Nc1cc(Cl)ccc1N1CCOCC1)c1ccc2c(c1)OCO2 do in these assays?
MPTP inh: -0.2

What do the screens show for `C[C@H](CO)N1C[C@H](C)[C@@H](CN(C)Cc2ccc(-c3ccccc3)cc2)OCc2cnnn2CCCC1=O`?
MPTP inh: -0.1

Results for O=C(c1cccs1)N1C[C@@H](n2cc(-c3ccc(F)cc3)nn2)[C@H](O)C[C@@H]1c1ccccc1 ?
MPTP inh: 0.6

Results for Nc1ccn([C@@H]2O[C@H](C(=O)N(CCC3=CCCCC3)CC3CC3)[C@@H](O)[C@H]2O)c(=O)n1 ?
MPTP inh: -0.6

How did COc1cc(OC)cc(OC2(C)CCN(Cc3ccc(OC(C)C)cc3)C2)c1 (configuration not stated) do in these assays?
MPTP inh: 1.5

Grouped by structure, the entries above containing a CF3 group.
What do the screens show for `CC(=O)c1cccc(-c2ccnc3c2CC(C(=O)Nc2ccc(Cl)c(C(F)(F)F)c2)O3)c1` (configuration not stated)?
MPTP inh: 2.0

What do the screens show for `CC(=O)Nc1cnc(-c2ccccc2C(F)(F)F)cn1`?
MPTP inh: -1.6

How did N#Cc1cccnc1N1CCN(C(=O)c2[nH]c(C(F)(F)F)nc2-c2ccccc2)CC1 do in these assays?
MPTP inh: 0.3

(list continues)
What do the screens show for `CC1(C(=O)NS(=O)(=O)Cc2cccc(Cl)c2)CCN1C(=O)Cc1ccc(Cl)cc1Cl` (configuration not stated)?
MPTP inh: 0.8

How did COC(=O)[C@@]12C[C@@H](CC(=O)N3CCN(C(=O)C4CC4)CC3)C(=O)N(Cc3ccccc3)C1=CCC(C)(C)C2 do in these assays?
MPTP inh: -1.4

What do the screens show for `OC(c1ccc(Cl)cc1)c1ncc(-c2ccc(Cl)cc2)[nH]1` (configuration not stated)?
MPTP inh: 1.8

Results for CC1C(=O)N(Cc2cn(Cc3ccco3)nn2)CCS(=O)(=O)N1Cc1ccc(-c2cccnc2)cc1 (configuration not stated) ?
MPTP inh: -0.3

What do the screens show for `CCc1nc2c(OCCOc3ccc(F)cc3)cccn2c1N(C)C(=O)C(C)C`?
MPTP inh: -1.1

Results for CCCCCC(=O)OCc1ccc(C2=CC(=O)CC(C)(C)C2=O)cc1 ?
MPTP inh: -2.7

What do the screens show for `C#Cc1ccc(NC(=O)C2(C)CCN2C(=O)C2(c3ccccc3)CC2)cc1` (configuration not stated)?
MPTP inh: 0.6

How did COC(=O)c1ccc2nc(-c3ccc(C#N)cc3)c(Cc3ccsc3)n2c1 do in these assays?
MPTP inh: -0.2

How did CC(=O)NC(c1ccccc1)c1nc(-c2csc3ccccc23)cs1 (configuration not stated) do in these assays?
MPTP inh: -1.1

What do the screens show for `COc1cccc(C(C(=O)NCc2ccccc2)N2CCN(c3cccc(C)c3C)CC2)c1OC` (configuration not stated)?
MPTP inh: -0.2

What do the screens show for `COc1cccc(CN2CCC2(C)C(=O)Nc2ccc3c(c2)CCN3C(C)=O)c1F` (configuration not stated)?
MPTP inh: 0.5

What do the screens show for `CCOC(=O)C1(C)CCN1C(=O)c1cc(OC)c(OC)c(OC)c1` (configuration not stated)?
MPTP inh: -0.8

How did COc1cc(CNC(=O)c2cc(-c3ccc(F)cc3OC)n[nH]2)cc(OC)c1 do in these assays?
MPTP inh: -0.3

Results for Cc1ccc(S(=O)(=O)N2C[C@H]3n4c(=O)ccc(=O)n4C[C@H](OC(=O)Nc4cccs4)[C@@]3(O)C2)cc1 ?
MPTP inh: 1.2

Results for O=C(NCc1ccccn1)C1CCN(C2CCN(Cc3cccc(F)c3)CC2)CC1 ?
MPTP inh: -0.3

Results for COc1cccc(C(O)c2nc(-c3cccc(C(F)(F)F)c3)cs2)c1 (configuration not stated) ?
MPTP inh: 1.6

How did Cc1ccc(CN2CCC[C@]3(N[C@H](c4ccc(C)cc4)[C@@H]4C(=O)N(C)C(=O)[C@@H]43)C2=O)cc1 do in these assays?
MPTP inh: -0.1

Results for O=C(NCC1CCCCC1)c1csc([C@@H]2C[C@H](O)[C@@H](CO)O2)n1 ?
MPTP inh: -1.3

What do the screens show for `CC(O)(c1cccnc1)c1nc(-c2ccoc2)cs1` (configuration not stated)?
MPTP inh: 0.1

Results for CC1(C(=O)NS(=O)(=O)c2ccc(C#N)cc2)CCN1C(=O)CC1CCCC1 (configuration not stated) ?
MPTP inh: 0.1

Reprinted from the part before: 5 entries, followed by the next part.
Results for COc1cccc(C(O)c2nc(-c3cccc(C(F)(F)F)c3)cs2)c1 (configuration not stated) ?
MPTP inh: 1.6

How did Cc1ccc(CN2CCC[C@]3(N[C@H](c4ccc(C)cc4)[C@@H]4C(=O)N(C)C(=O)[C@@H]43)C2=O)cc1 do in these assays?
MPTP inh: -0.1

Results for O=C(NCC1CCCCC1)c1csc([C@@H]2C[C@H](O)[C@@H](CO)O2)n1 ?
MPTP inh: -1.3

What do the screens show for `CC(O)(c1cccnc1)c1nc(-c2ccoc2)cs1` (configuration not stated)?
MPTP inh: 0.1

Results for CC1(C(=O)NS(=O)(=O)c2ccc(C#N)cc2)CCN1C(=O)CC1CCCC1 (configuration not stated) ?
MPTP inh: 0.1

Results for COc1ccc(NC(=O)Cn2c([N+](=O)[O-])cnc2C)c(OC)c1 ?
MPTP inh: 0.3

What do the screens show for `CC(=NO)c1cc(Br)c2cccc3c2c1CC3`?
MPTP inh: 2.0

How did CCOC(=O)C1(C)CCCN(C(=O)CCc2ccccc2)C1 (configuration not stated) do in these assays?
MPTP inh: -1.3

Results for Cc1ccc(CNC(=O)c2ccc(S(=O)(=O)N3CCCC3)cc2)cc1 ?
MPTP inh: -0.1

Results for CCCS(=O)(=O)NC(=O)C1(C)CCCN(C(=O)c2ccccc2OC)C1 (configuration not stated) ?
MPTP inh: 1.8

Results for O=C1C(c2ccccc2)CN1Cc1ccccc1 (configuration not stated) ?
MPTP inh: -0.8

What do the screens show for `CC1CCN(S(=O)(=O)c2cc(C(=O)N3CCN(c4ccccc4)CC3)ccc2Br)CC1`?
MPTP inh: 27

How did CCCCN(C)C(=O)c1sc(=O)n(Cc2c(C)noc2C)c1C do in these assays?
MPTP inh: -1.0

How did COc1ccc(C(=O)C2CCCN(C(=O)Cn3nc(C)nc3C)C2)cc1F (configuration not stated) do in these assays?
MPTP inh: -0.2

What do the screens show for `COc1ccccc1-c1cnc(C(O)c2cccc(CN3CCCCC3)c2)[nH]1` (configuration not stated)?
MPTP inh: -0.4

Results for COc1ccc(NC(=O)C(c2cc3ccccc3o2)n2c(=O)c(-c3cc4ccccc4[nH]3)nc3ccccc32)cc1 (configuration not stated) ?
MPTP inh: 2.5

How did CCCNC(=O)C1(C)CCCN(Cc2cc(-c3ccccc3)n(C)n2)C1 (configuration not stated) do in these assays?
MPTP inh: 0.5

Results for COC(=O)C1CCN(S(=O)(=O)CCNC(=O)c2ccccc2)CC1 ?
MPTP inh: 0.8

Results for Cc1cccc(C)c1NC(=O)C1(C)CSCC(=O)N1CCC(C)C (configuration not stated) ?
MPTP inh: 0.4

What do the screens show for `CC1(C(=O)NS(=O)(=O)c2ccc(F)cc2F)CCN1C(=O)CC1CCCC1` (configuration not stated)?
MPTP inh: 0.6

How did O=C(Nc1cccc2ccccc12)c1csc([C@@H]2O[C@H](CO)[C@H](O)[C@H](O)[C@H]2O)n1 do in these assays?
MPTP inh: 0.6

How did C[C@@H]1CN([C@H](C)CO)C(=O)c2c(c3ccccc3n2C)-c2ccccc2CO[C@H]1CN(C)Cc1ccc2c(c1)OCCN2C do in these assays?
MPTP inh: -1.9

What do the screens show for `COc1cccc(C(O)c2nc(-c3cccc4cccnc34)cs2)c1` (configuration not stated)?
MPTP inh: 0.1

Results for Cc1ccccc1C(C)(O)c1cnc(C)n1Cc1ccccc1 (configuration not stated) ?
MPTP inh: 1.1

What do the screens show for `Cc1ccc(Cc2c(-c3ccc(Cl)cc3)nc3ccc(Cl)cn23)cc1`?
MPTP inh: -0.3

Results for CCN(C(=O)COC(=O)CNS(=O)(=O)c1ccc(C)cc1)C1CCS(=O)(=O)C1 (configuration not stated) ?
MPTP inh: 0.7

What do the screens show for `O=C(NCc1nnnn1-c1ccc(F)cc1)c1cc2ccccc2o1`?
MPTP inh: -0.7

Results for OC(c1cccc(Cl)c1)c1nc(-c2ccc(Cl)cc2)cs1 (configuration not stated) ?
MPTP inh: 3.7

Results for O=C(Nc1ccccc1C(=O)Nc1nccs1)c1ccccc1 ?
MPTP inh: -2.2

What do the screens show for `O=C(Nc1cccc(C(F)(F)F)c1)c1csc([C@H]2C[C@H](O)[C@@H](CO)O2)n1`?
MPTP inh: -2.6

How did CCOc1ccc(CCNS(=O)(=O)c2c(C)nc3sccn3c2=O)cc1OCC do in these assays?
MPTP inh: -0.4

How did Nc1nc2c(ncn2[C@@H]2O[C@H](CNCc3cnc(N4CCOCC4)s3)[C@@H](O)[C@H]2O)c(=O)[nH]1 do in these assays?
MPTP inh: -1.3

Results for CCN(CC)C(=O)c1cccc(-c2csc(C(O)c3ccccc3)n2)c1 (configuration not stated) ?
MPTP inh: 3.5

Results for Cc1ccc(CS(=O)Cc2ccc(C(=O)N3CCN(c4cccc(C)c4C)CC3)o2)cc1 (configuration not stated) ?
MPTP inh: 2.3

What do the screens show for `CC1(Oc2cccc(C#N)c2)CCN(Cc2ccc(-c3ccccn3)cc2)C1` (configuration not stated)?
MPTP inh: 0.8

Results for CCCC(=O)Nc1ccc2c(c1)C(=O)N(C)C[C@@H](OC)[C@H](C)CN(Cc1ccc(-c3ccccn3)cc1)[C@@H](C)CO2 ?
MPTP inh: 2.5

What do the screens show for `Cc1ccc([C@H]2C[C@@H](O)[C@H](n3cc(COC(=O)c4ccccc4)nn3)CN2CC2CCCCC2)cc1`?
MPTP inh: -0.7

How did O=C(NCc1ccccc1)Nc1nnc([C@@H]2C[C@H](O)[C@@H](CO)O2)s1 do in these assays?
MPTP inh: -1.4

Results for Cc1cc(C)c(S(=O)(=O)N2CCOC23CCN(S(C)(=O)=O)CC3)c(C)c1 ?
MPTP inh: -1.6

What do the screens show for `COc1ccc(C(C)(NC(C)=O)c2nc(-c3ccncc3)cs2)cc1` (configuration not stated)?
MPTP inh: 0.1

What do the screens show for `CC(O)(c1ccc(F)c(F)c1)c1nc(/C=C/c2ccccc2)cs1` (configuration not stated)?
MPTP inh: 2.6

Results for Cc1coc2c(C)c3oc(=O)c(CCC(=O)N[C@H](C(=O)O)C(C)C)c(C)c3cc12 ?
MPTP inh: 0.6

How did O=C(Nc1ccc(C(=O)N2CCN(c3ccncc3)CC2)cc1)c1ccc(Br)o1 do in these assays?
MPTP inh: -1.1

Results for CC(=O)NC(c1ccc(F)c(F)c1)c1nc(-c2ccc(F)c(Cl)c2)cs1 (configuration not stated) ?
MPTP inh: -0.2

Results for CSCCC(c1nnnn1C1CCCCC1)N1CCN(C/C=C/c2ccccc2)CC1 (configuration not stated) ?
MPTP inh: -0.8

Random excerpt: 3 records from the list
Results for Cc1ccc(S(=O)(=O)N2C[C@H]3n4c(=O)ccc(=O)n4C[C@H](OC(=O)Nc4cccs4)[C@@]3(O)C2)cc1 ?
MPTP inh: 1.2

What do the screens show for `COc1cc(C=NN2CCCCC2)cc(OC)c1OC`?
MPTP inh: -0.8

Results for CC(=O)NC(c1ccc(F)c(F)c1)c1nc(-c2ccc(F)c(Cl)c2)cs1 (configuration not stated) ?
MPTP inh: -0.2

Carrying on:
Results for O=S(=O)(NC1CC1)c1ccc(Br)cc1N1CCC[C@H]1CO ?
MPTP inh: 0.7

How did CC(=O)Nc1ccc(C(=O)OCC(=O)NC2CCCCCC2)cc1 do in these assays?
MPTP inh: 2.0

Results for COc1ccccc1/C=N/Nc1nc(C)cc(=O)[nH]1 ?
MPTP inh: 0.2

How did COc1ccc(CC(N)c2csc(NC(=O)NC(c3ccccc3)c3ccccc3)n2)cc1 (configuration not stated) do in these assays?
MPTP inh: 5.0

How did C[C@H](O)[C@@H]1CN2CCc3c([nH]c4ccccc34)[C@@H]2C[C@@H]1N(C)C(=O)Nc1ccc(Br)cc1 do in these assays?
MPTP inh: 83*

How did COc1ccc(C(=O)N(c2c(C)cccc2C)C(COC(C)=O)COC(C)=O)cc1 do in these assays?
MPTP inh: -0.2
